Assay outcomes as filed in PubChem BioAssay.
MsrA inhibitor – bovine MsrA inhibition; purified bovine MsrA, absorbance read-out; inhibition, % at 15.5 µM; actives 0.75% (n = 360,000); AID 651718; in the data active means inhibition above about 4.5%;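 further: 0% = vehicle wells with enzyme and 100% = reference inhibitor wells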
SKN-1 block – C. elegans SKN-1 inhibition. AID 624304. C. elegans VP596 Pgst-4::GFP/RFP ratio, acrylamide-induced, 24 h. inhibition, % at 21.8 µM. actives 0.49% (n = 360,000);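 active means interference check ratio from 0.5 to 1.5 plus GFP to RFP signal ratio inhibition reaching or exceeding a fixed threshold, cut at about 30% in these data, passing the limit was not always enough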; further: some compounds called inactive have numbers as strong as hits
MT1-MMP act inh – inhibitors of human MT1-MMP activation. HT1080 RFP-PRO-GFP cells, GFP/RFP ratio fluorescence, overnight; percent of plate control window, DMSO zero. actives 0.061% (n = 360,000). GFP/RFP ratio change, % at 20 µM;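 active means GFP/RFP ratio change of at least 30% with cell ATP level not reduced by more than half and red fluorescence within 50% of control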; further: strong numbers were not always called active
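Assay system: HT1080 cells carrying an RFP-PRO-GFP reporter | Dosing: Single dose of 20 µM compound, 1% DMSO final | Incubation: Cells overnight before dosing, compound overnight, 37 °C, 5% CO2 | Evaluation: GFP/RFP fluorescence ratio | Control set: DMSO and RFP-L50D-GFP cell wells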
NRP1-CendR mod – alters CendR peptide binding to human NRP-1 | O14786 | FAM-RPARPAR peptide binding to NRP-1, fluorescence polarization | inhibition, % at 25 µM | actives 0.85% (n = 360,000) | AID 602438;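 active means inhibition or corrected inhibition above about 18%, plus a signal ratio from 0.5 to 1.5, limit read from the data, passing the limit was not always enough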; further: strong numbers were not always called active
E coli Lon inh – inhibits E. coli Lon protease | purified E. coli Lon protease, fluorescence polarization | inhibition, % at 7.94 µM | actives 0.42% (n = 360,000) | P0A9M0 | AID 602123; in the data active means inhibition above about 13%, passing the limit was not always enough;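 further: 0% = enzyme with probe and DMSO and 100% = no enzyme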
FAS TE block – blocks the thioesterase domain of human fatty acid synthase | recombinant FAS-TE, OMFH fluorogenic substrate, fluorescence endpoint | AID 602261 | P49327 | actives 0.67% (n = 360,000) | inhibition, % at 15 µM;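 active means compounds whose normalised, plate-corrected inhibition of enzyme fluorescence in the single-dose primary screen is 50% or more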;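 further: 0% = DMSO with enzyme and 100% = substrate without enzyme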
bovine MsrA act – bovine methionine sulfoxide reductase A activation. actives 0.3% (n = 360,000). activation, % at 10.6 µM. purified bovine MsrA, absorbance read-out; in the data active means activation above about 7.5%;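 further: 0% = vehicle and 100% = reference activator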
TbMetRS inhib – Trypanosoma brucei MetRS inhibition. purified T. brucei MetRS, ATP depletion, Kinase-Glo luminescence. inhibition, % at 11.9 µM. actives 0.4% (n = 360,000);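 active means inhibition above a per-plate cutoff of the control wells' mean inhibition plus 3 SD, cut at about 5.5% in these data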;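 further: 0% = DMSO wells median and 100% = median of wells with control inhibitor compound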
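Test system – parasite MetRS enzyme · Reagent – substrates ATP, L-methionine and bulk Escherichia coli tRNA · Doses – 11.9 µM compound single dose, 0.9% DMSO · Times – 15 min enzyme-compound preincubation, 2 h reaction, 10 min detection, 25 °C · Signal – Kinase-Glo luminescence, ATP depletion format · Controls – DMSO-only wells as low control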
PABP1 MLLE inh – inhibitors of microRNA-mediated deadenylation, human PABP1 MLLE binding. GST-MLLE / FITC-PAM2 fluorescence polarization. P11940. actives 0.36% (n = 360,000). inhibition, % at 20 µM; in the data active means inhibition above about 35%, passing the limit was not always enough;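 further: plate controls were DMSO wells with GST-MLLE for no effect and wells lacking GST-MLLE protein for full effect; some results filed as inactive read as strong as hits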
Target sequence (P11940 whole entry, looked up): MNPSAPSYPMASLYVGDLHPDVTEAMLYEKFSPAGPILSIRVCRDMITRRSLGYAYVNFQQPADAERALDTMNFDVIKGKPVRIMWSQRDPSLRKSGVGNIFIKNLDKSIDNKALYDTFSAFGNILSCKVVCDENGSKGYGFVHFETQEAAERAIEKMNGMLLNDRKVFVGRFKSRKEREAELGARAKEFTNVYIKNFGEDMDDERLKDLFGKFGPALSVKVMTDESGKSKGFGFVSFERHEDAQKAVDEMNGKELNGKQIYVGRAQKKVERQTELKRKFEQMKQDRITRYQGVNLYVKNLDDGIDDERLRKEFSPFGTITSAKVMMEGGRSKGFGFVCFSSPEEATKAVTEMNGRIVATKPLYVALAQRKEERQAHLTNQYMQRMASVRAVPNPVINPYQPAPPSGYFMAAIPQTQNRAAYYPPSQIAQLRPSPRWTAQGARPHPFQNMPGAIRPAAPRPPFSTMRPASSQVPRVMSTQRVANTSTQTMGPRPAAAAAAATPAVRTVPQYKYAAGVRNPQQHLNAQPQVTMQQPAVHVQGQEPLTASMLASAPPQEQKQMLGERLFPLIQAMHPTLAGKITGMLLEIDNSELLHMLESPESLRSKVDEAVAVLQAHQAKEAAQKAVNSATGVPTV
Starred values were filed as active, the others as inactive; · = not tested or not shown. Rows were taken by chance; any-hit rate near 4%.

SMILES | MsrA inhibitor | SKN-1 block | MT1-MMP act inh | NRP1-CendR mod | E coli Lon inh | FAS TE block | bovine MsrA act | TbMetRS inhib | PABP1 MLLE inh
COCCNc1nc(Nc2ccc(C(=O)OC)cc2)c2sccc2n1 | 1.2 | 4 | 9 | 6 | -3 | -2 | -9 | -0.3 | -2
COc1ccc(C)cc1NC(=O)CN1C(=O)COc2ccc(S(=O)(=O)N3CCCCC3)cc21 | 0.3 | 20 | 1 | -1 | 1 | 14 | -3 | -0.3 | 14
CCc1ccc(C2NC(=S)NC3=C2C(=O)CC(C)(C)C3)cc1 (stereo not given) | 1.2 | 1 | -3 | 0 | 20 | -6 | -3 | 0.5 | -133
CC1(C)Cc2cccc(C(=O)Nc3ccc(F)cc3F)c2O1 | -1.4 | 17 | -1 | 3 | -6 | 24 | -3 | 0.2 | 6
CC1=C(C(=O)OCC2CCCO2)C(c2ccc(Cl)c(Cl)c2)NC(=O)N1 (stereo not given) | 1.0 | -3 | 3 | -2 | 4 | 2 | 2 | -0.6 | 2
Cc1cnc(C(=O)OCC(=O)N2CCc3ccccc32)cn1 | -0.2 | 1 | -4 | -6 | -1 | -10 | -13 | 1.6 | -16
O=c1c2c(n3cnnc3n1C1CCCCC1)-c1ccccc1CC21CCCCC1 | -0.4 | 9 | 6 | 1 | -5 | 21 | -8 | -1.7 | -11
CCOC(=O)c1sc(NC(=O)CCN2CCN(CC)CC2)c(C(=O)OCC)c1C | -0.6 | 9 | -2 | 2 | -2 | -2 | -2 | 0.2 | 6
COc1ccc(C(=O)/C=C/Nc2ccc(S(=O)(=O)Nc3cccc(C(C)=O)c3)cc2)cc1 | 0.7 | 7 | -7 | -2 | -4 | 18 | -4 | 0.6 | -12
O=C(CCCc1ccccc1)N=C1SC2CS(=O)(=O)CC2N1c1ccccc1F (stereo not given) | 0.7 | -4 | 1 | 6 | -10 | 5 | -3 | -0.5 | 8
COc1ccc(CCNC(=O)/C=C/c2ccc(OC)c(S(=O)(=O)N3CCOCC3)c2)cc1 | 0.0 | -1 | -8 | 11 | 0 | -2 | -4 | -1.2 | -4
O=C(Nc1ccccc1-c1ccccc1)C1CCCCC1 | -1.3 | 10 | 4 | -5 | -8 | -6 | -4 | 0.4 | 10
CCOc1ccc(C(=O)Nc2cc(C)on2)cc1OCC | 0.5 | 2 | -1 | -18 | -3 | -8 | -4 | -0.3 | -10
NS(=O)(=O)c1ccc2nc(-c3ccccc3)c(-c3ccccc3)nc2c1 | 1.9 | 5 | -3 | 3 | 8 | 6 | -2 | 0.7 | -4
CCCCSc1nc2c(c(C(F)(F)F)c1C#N)CCC2 | -0.7 | -8 | 6 | -3 | -2 | 36 | -1 | 0.5 | -1
O/C(=C\c1nc2ccccc2[nH]1)c1cccs1 | 0.3 | 15 | -10 | -11 | 12 | 19 | -2 | -0.1 | 23
O=C1c2ccc3c4c(ccc(c24)C(=O)N1NC(=O)C(F)(F)F)CC3 | 1.8 | 13 | 0 | 4 | 16 | -6 | -2 | 0.1 | -5
Cc1cccc(N2CCN(C(=O)Cc3cn(C)c4ccccc34)CC2)c1C | 2.1 | -10 | -14 | 3 | 0 | 13 | -2 | 0.3 | 19
O=C(O)CCCc1c(-[n+]2ccccc2)[nH]c2ccccc12 | 2.5 | 6 | 2 | 6 | -1 | -8 | -1 | -0.4 | -2
Cc1ccc(NC(=O)CSc2nc3ccccc3c(=O)[nH]2)cc1[N+](=O)[O-] | 0.5 | -1 | 7 | 7 | -4 | 0 | -1 | -0.1 | 3
O=C(C1CCCN(S(=O)(=O)c2cc(Cl)ccc2Cl)C1)N1CCCC1 (stereo not given) | -0.1 | 10 | -1 | 6 | -4 | 0 | -2 | 0.3 | 4
O=C1C=C(/C=C/c2ccccc2)C[C@@H](c2ccc3c(c2)OCO3)C1 | 2.4 | -12 | 7 | 12 | 14 | 26 | -6 | -0.5 | -6
C=CCc1ccc(OCCOCCOc2ccc(C)cc2[N+](=O)[O-])c(OC)c1 | 0.8 | 11 | 3 | 8 | 4 | 22 | 1 | -1.4 | 5
CC(=O)c1cccc(N(CC(=O)NCCc2ccccc2)C(=O)c2csnn2)c1 | 1.6 | 10 | 0 | 3 | -10 | -2 | -1 | 0.3 | 34
COc1cc(CC(=O)OCC(=O)Nc2ccc3c(c2)OCCO3)cc(OC)c1OC | -1.2 | -4 | 2 | 5 | 1 | 3 | -8 | -1.2 | -5

Pulled by compound from the list above, 2 records:
SMILES | MsrA inhibitor | SKN-1 block | MT1-MMP act inh | NRP1-CendR mod | E coli Lon inh | FAS TE block | bovine MsrA act | TbMetRS inhib | PABP1 MLLE inh
Cc1cnc(C(=O)OCC(=O)N2CCc3ccccc32)cn1 | -0.2 | 1 | -4 | -6 | -1 | -10 | -13 | 1.6 | -16
CCOc1ccc(C(=O)Nc2cc(C)on2)cc1OCC | 0.5 | 2 | -1 | -18 | -3 | -8 | -4 | -0.3 | -10

Following part:
SMILES | MsrA inhibitor | SKN-1 block | MT1-MMP act inh | NRP1-CendR mod | E coli Lon inh | FAS TE block | bovine MsrA act | TbMetRS inhib | PABP1 MLLE inh
O=C(C1CCCC1)N1CCC(CC2CC(c3cccc(Br)c3)=NO2)(C(=O)NCC2CCCCC2)CC1 (stereo not given) | -0.4 | -33 | -4 | 8 | 2 | 23 | -1 | -0.4 | -19
CCN(CC)C(=O)CN1C(=O)c2cccc3cccc(c23)C1=O | 4.0 | -7 | 1 | 8 | -1 | -7 | -4 | -0.1 | 7
Cc1ccc(NC(=O)NC(=O)COc2ccc(Cl)cc2Cl)c(C)c1 | -0.2 | 10 | -3 | -2 | 8 | -6 | -3 | -0.3 | -16
Cc1nc(SCc2ccc(Cl)cc2)ncc1C(=O)O | -0.5 | 7 | 0 | 17 | -3 | -3 | -5 | 0.1 | 20
C=CCOC(=O)C1CC=CCC1C(=O)Oc1ccc(F)cc1F (stereo not given) | 1.4 | -6 | 16 | 0 | 2 | 15 | -2 | -0.1 | 11
O=C(/C=C/c1ccccc1)Nc1cccnc1 | 1.1 | 18 | 1 | -1 | -4 | -4 | -2 | -0.2 | 10
COc1cc([N+](=O)[O-])ccc1N | 1.7 | 10 | -1 | 6 | -3 | -8 | -3 | -0.7 | 1
COc1ccc(N(Cc2cc3cc(OC)ccc3[nH]c2=O)S(=O)(=O)c2ccc(NC(C)=O)cc2)cc1 | 2.2 | 22 | -25 | 12 | -7 | -5 | -3 | 0.4 | -7
O=C(CN1C(=O)NC2(CCCCCC2)C1=O)Nc1ccc([N+](=O)[O-])cc1 | 2.7 | 0 | -6 | 6 | 2 | 9 | -6 | -0.4 | 7
COCc1cc(C)nc(OCC(=O)N/N=C\c2cc(C)n(-c3cccc(C(F)(F)F)c3)c2C)c1C#N | 0.8 | 11 | -1 | 11 | 2 | 13 | 0 | 0.4 | -1
COc1cccc(N2CCN(C(=O)C3CCN(S(=O)(=O)c4ccc5c(c4)oc(=O)n5C)CC3)CC2)c1 | -1.6 | 2 | 3 | 14 | -15 | 2 | 0 | 0.3 | 0
COC(=O)c1ccccc1NC(=O)Oc1ccc(F)cc1 | 0.4 | -3 | 0 | -18 | -7 | 7 | -10 | -1.6 | -2
Cc1ccsc1C(=O)N(C)C1CCS(=O)(=O)C1 (stereo not given) | -0.1 | 2 | 0 | 0 | -9 | -6 | -1 | -0.5 | -18
COCCN(C(=O)COC(=O)CCCOc1ccccc1)c1c(N)n(Cc2ccccc2)c(=O)[nH]c1=O | 1.2 | 11 | 4 | -6 | 0 | -4 | 0 | 0.2 | 1
FC(F)(F)c1ccc(-n2ccnc2)nc1 | 1.2 | -15 | -3 | 6 | -14 | -9 | -11 | -1.1 | 14
Cn1c2ccccc2c2nn(-c3ccccc3)c(=O)cc21 | 2.1 | 6 | 2 | 12 | -2 | -10 | -4 | -0.6 | 14
CC12CN3CC(C)(CN(C1)C3c1ccccc1F)C2 (stereo not given) | 0.5 | -4 | 20 | -9 | 3 | -4 | -10 | -1.6 | 0
Cc1cc(C)nc(NS(=O)(=O)c2ccc(N3C(=O)C4C5C=CC(C5)C4C3=O)cc2)n1 (stereo not given) | 0.3 | 4 | 3 | -3 | -1 | -11 | -2 | 0.7 | 0
CC(C)Sc1nc2ccccc2[nH]1 | 1.9 | 17 | 3 | -1 | 5 | -6 | -2 | -0.2 | -27
CC(=O)N1CCCc2cc(S(=O)(=O)N3CCCC(C(=O)Nc4cc(C)ccc4C)C3)ccc21 (stereo not given) | -1.1 | 5 | 6 | -9 | -3 | -2 | -1 | 0.0 | -4
CCOc1ccc(S(=O)(=O)n2cc(-c3ccccc3)c(N)n2)cc1 | -0.3 | -7 | 1 | 9 | 2 | -1 | -2 | -0.5 | -1
Cc1ccc2c(c1)C1(C(=O)N2C)N2CC3(C)CN1CC(C)(C2)C3=O (stereo not given) | 0.6 | 2 | 5 | 8 | -4 | -12 | -9 | -1.5 | -8
COc1ccc2c(CN3CCN(c4ccccc4OC)CC3)cc(=O)oc2c1 | 0.7 | 9 | 3 | 7 | -7 | -1 | -1 | -0.4 | 1
Clc1cccc(/C=N/Nc2nc(Cl)nc3ccccc23)c1 | 0.4 | -3 | 3 | -14 | 1 | 0 | -3 | 0.3 | 9
CC(=O)NNc1cc(N2CCOCC2)nc(N2CCOCC2)n1 | 1.5 | 13 | 9 | -3 | -14 | -4 | -2 | -0.8 | 20

The listing continues.
SMILES | MsrA inhibitor | SKN-1 block | MT1-MMP act inh | NRP1-CendR mod | E coli Lon inh | FAS TE block | bovine MsrA act | TbMetRS inhib | PABP1 MLLE inh
CCn1cc(C(=O)NCc2ccccc2F)c(=O)c2ccc(C)nc21 | · | -4 | 0 | -5 | -6 | -6 | -3 | 0.0 | 11
COc1ccc2c(c1)c1nc3ccccc3nc1n2Cc1ccc(OC(C)C)c(OC)c1 | -0.8 | 2 | -21 | -9 | 0 | -2 | -2 | 0.4 | -6
COc1cc(NC(=O)c2cccc(S(=O)(=O)N3CCCCC3)c2)cc(OC)c1OC | -0.4 | -6 | 8 | -1 | -4 | 8 | -9 | -0.7 | 4
COc1ccc(C(=S)N2CCCC2)cc1OC | 1.8 | 2 | -10 | -2 | -16 | -9 | 2 | 0.4 | -3
CCC(=O)Nn1c(C2CCC2)nc2ccccc2c1=O | 0.1 | -1 | 0 | 0 | -10 | -3 | -1 | 0.4 | -2
CC(=O)Nc1ccc(-n2nnnc2SCC(=O)Nc2cccc(NC(=O)c3ccco3)c2)cc1 | -2.1 | -3 | 0 | 12 | -10 | 0 | -1 | -0.2 | 11
CCOc1ccccc1NC(=O)C1CCCCN1S(=O)(=O)c1ccccc1 (stereo not given) | -0.9 | 7 | -1 | -7 | 4 | 23 | 1 | -0.2 | 5
Nc1nc(OCC(F)(F)F)cc(Oc2ccccc2F)n1 | 1.5 | 7 | 6 | 5 | 2 | -4 | -3 | 0.2 | 13
COc1cc2c(cc1OC)C(c1ccccc1)NCC2 (stereo not given) | -0.2 | 6 | -2 | 3 | -5 | -2 | -2 | -0.7 | -4
CC(CNC(=O)Cn1ccc(N)nc1=O)c1ccccc1 (stereo not given) | -0.2 | 8 | 4 | -2 | 4 | -7 | -1 | -0.2 | 6
N#C/C(=C\c1ccc(Cl)cc1Cl)c1n[nH]c(Cn2cncn2)n1 | 2.2 | 44* | -6 | -4 | -2 | -4 | -2 | -0.3 | -3
Cc1c(C(=O)N2CCN(c3ccccc3)CC2)oc2c1C(=O)CC(C)(C)C2 | -1.2 | 11 | 0 | 13 | -3 | 2 | -2 | -0.1 | 0
